GALR2 antag: GALR2 antagonists in receptor-expressing cells, primary screen; inhibition, % at 4 µM; 140,000 tested, 0.39% active; antagonist mode; in the data active means inhibition above about 27%;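 further: cells stimulated with galanin 1-16 at roughly its EC80; 0% = agonist challenge control and 100% = basal control without agonist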
Target sequence (O43603 whole entry, looked up): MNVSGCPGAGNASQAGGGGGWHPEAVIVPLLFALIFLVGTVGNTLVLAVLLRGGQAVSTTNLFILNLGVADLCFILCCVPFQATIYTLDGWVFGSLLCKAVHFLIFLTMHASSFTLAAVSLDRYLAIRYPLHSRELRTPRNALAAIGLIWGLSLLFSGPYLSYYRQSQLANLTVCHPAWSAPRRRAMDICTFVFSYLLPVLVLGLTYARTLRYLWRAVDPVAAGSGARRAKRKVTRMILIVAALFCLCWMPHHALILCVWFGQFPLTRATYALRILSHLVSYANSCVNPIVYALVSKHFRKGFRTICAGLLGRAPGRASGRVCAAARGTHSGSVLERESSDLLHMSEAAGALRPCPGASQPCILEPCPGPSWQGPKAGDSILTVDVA
E-sel TNF inh: E-selectin induction blockers in HUVEC – imaging, immunofluorescence, high content, primary screen | HUVEC TNFa-induced E-selectin immunofluorescence | inhibition, % at 2 µM | 120,000 tested, 0.71% active | AID 1246, 2008;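 active means inhibition above the batch mean plus 3 SD, and confirmed as a hit on visual image review, cut at about 43% in these data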;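 further: 0% = TNF-stimulated DMSO wells and 100% = unstimulated control wells; not every result past the cut was called active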
Phagocytosis inh: inhibitors of macrophage phagocytosis, primary screen, imaging, J774A.1 cells, IgG beads; AID 1029, 2008; 110,000 tested, 0.07% active; inhibition, % at 5 µM; J774A.1 macrophage IgG-bead phagocytosis;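 active means inhibition above the mean of the plate negative controls plus 5 SD, cut at about 13% in these data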;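 further: phagocytic index as fraction of beads internalized from green versus red external bead signal; plate controls were DMSO negative control for no effect and cytochalasin-D positive control for full effect; some results beyond the cut were filed as inactive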
Yeast life ext: compounds extending yeast replicative lifespan, primary screen, S. cerevisiae, OD615; S. cerevisiae growth with nicotinamide; deaD strain in restrictive glucose medium; inhibition of the nicotinamide effect, % at 10 µM; 130,000 tested, 0.68% active; AID 775, 2007;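 active means inhibition above a set limit, placed 3 SD over the median of all compounds, cut at about 26% in these data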;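 further: 0% = nicotinamide-treated wells and 100% = cells grown without nicotinamide; some compounds called inactive have numbers as strong as hits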
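Buffer or medium: CSMM-D glucose medium, restrictive; test system: modified budding yeast, DeaD strain; compound: single dose 10 µM compound, 0.25% DMSO; schedule: culture preincubation 4 h, compound exposure 48 h, both 30 °C; detection: optical density (absorbance) at 615 nm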
HCT116 PTEN-null: growth suppression of PTEN-null HCT116, primary screen, cell-based, CellTiter-Glo; HCT116 PTEN-null viability, 60 h; active compounds read low; viability, % at 10 µM; 140,000 tested, 1.2% active; AID 827, 2007;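 active means viability at or below a set limit, 4 SD under the median of all tested compounds, cut at about 3.7% in these data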;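 further: PTEN knockout HCT116 line with beta catenin targeted HCT116 as companion control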
bCat KO growth: primary screen for growth suppressors in beta-catenin knockout HCT116 cells (colon tumor, human) | HCT116 beta-catenin knockout viability, CellTiter-Glo, 60 h; active compounds read low | viability, % at 10 µM | 140,000 tested, 1.5% active | AID 818, 2007;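 active means viability at or under a set limit, the compound median less 4 SD, cut at about 6% in these data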;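 further: 0% = Hyamine 1622 control at 20 µM and 100% = untreated cell control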
NPY-Y2 antag: NPY-Y2 receptor antagonists, primary screen, cell-based; Neuropeptide Y receptor type 2 (Homo sapiens), P49146; NPY-Y2 expressing cells, antagonist mode; inhibition, % at 2.7 µM; 140,000 tested, 0.99% active; in the data active means inhibition above about 17%;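 further: 0% = vehicle with agonist challenge and 100% = reference antagonist with challenge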
Target sequence (P49146 whole entry, looked up): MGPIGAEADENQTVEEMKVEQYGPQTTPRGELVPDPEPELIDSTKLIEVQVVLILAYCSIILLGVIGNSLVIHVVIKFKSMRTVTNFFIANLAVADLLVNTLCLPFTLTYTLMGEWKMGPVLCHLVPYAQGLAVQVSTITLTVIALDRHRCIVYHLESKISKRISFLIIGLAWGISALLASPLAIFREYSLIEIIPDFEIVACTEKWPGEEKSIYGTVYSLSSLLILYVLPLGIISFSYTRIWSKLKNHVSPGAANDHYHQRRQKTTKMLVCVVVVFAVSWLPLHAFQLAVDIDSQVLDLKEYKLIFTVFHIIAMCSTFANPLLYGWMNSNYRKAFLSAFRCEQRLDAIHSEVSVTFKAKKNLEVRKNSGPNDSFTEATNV
MRP1 act: H69AR viability gain despite doxorubicin, primary screen, MRP-1 activator project, H69AR cells, CellTiter-Glo. viability rescue. viability increase, % at 10 µM. 140,000 tested, 0.61% active. AID 799, 2007;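 active means viability gain under doxorubicin at or above a set limit, the compound median plus 3 SD, cut at about 4.7% in these data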;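 further: MRP-1 overexpressing cells given doxorubicin 25 µM after compound pretreatment; 18-22 h compound pretreatment then 72 h with doxorubicin before readout; 0% = doxorubicin-only wells and 100% = vehicle-treated cells without doxorubicin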
Measles CPE: compounds protecting cells from measles virus cytopathic effect, primary screen, measles RdRp inhibitor project, single point, MLSMR library, absorbance; Measles virus-infected cells, CPE protection; protection (pct of control), % at 4 µM; 140,000 tested, 1.5% active; AID 841, 2007; in the data active means protection mostly above about 24%, no sharp cut-off; inactive means mostly below about 26%; further: some compounds called inactive have numbers as strong as hits
BB579 growth dn: growth inhibitors of yeast BB579 in restrictive medium, primary screen, yeast lifespan-shortening project, S. cerevisiae | OD615, 48 h | inhibition, % at 10 µM | 140,000 tested, 0.51% active | AID 804, 2007;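 active means inhibition above a set limit, 3 SD over the mean compound inhibition, cut at about 44% in these data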; further: inactives centre near -24
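test system = yeast BB579 (DeaD) | buffer or medium = restrictive CSMM-D medium | doses = single compound dose of 10 µM, 0.25% DMSO final | times = 4 h preincubation and 48 h exposure at 30 °C | technique = culture absorbance at 615 nm | benchmarks = amphotericin B 10 µg/mL, positive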
* marks the source's active call; other numbers are inactive results; / = not tested or not shown. Rows were taken by chance. Share with any hit: about 6.3%.

SMILES	GALR2 antag	E-sel TNF inh	Phagocytosis inh	Yeast life ext	HCT116 PTEN-null	bCat KO growth	NPY-Y2 antag	MRP1 act	Measles CPE	BB579 growth dn
COC(=O)C1C2CCC(C2)C1C(=O)OCC(=O)c1ccc(C)cc1 (centres undefined)	5.3	6.8	/	3.4	97.2	95.5	5.4	-3.2	2.9	-3.9
CCn1c(SCC(=O)NCCOC)nc2sc(C)c(C)c2c1=O	-18.2	5.8	2.4	-0.7	93.8	98.4	-2.9	-1.2	2.4	-66.2
O=C(NCCc1ccccc1)c1cc(-c2ccc3c(c2)OCO3)on1	10.5	/	-2.4	-3.4	103.1	118.4	0.6	-0.7	21.0	-38.5
CCOC(=O)CNCCC(=O)c1ccc(Br)cc1	7.0	/	-7.8	14.7	84.0	86.2	3.2	-2.1	31.5	-39.6
O=C(O)CC1NC(=S)N(c2ccccc2)C1=O (centres undefined)	16.8	5.7	-1.6	-2.2	81.1	82.0	-1.3	-0.8	25.4	-34.8
CCOC(=O)c1cnc2ccc(OCC)cc2c1N1CCN(C)CC1	5.2	-4.8	-4.8	-0.4	83.1	86.9	-1.2	-4.0	20.7	-11.8
O=C1NCCCc2c1oc1cc(Br)c(O)c(Br)c21	7.7	97.1*	-1.4	-6.3	98.6	96.5	2.0	-5.1	6.4	-2.9
O=C(CSc1nnc(-c2cccs2)o1)N1CCOCC1	4.8	-16.3	1.8	0.0	96.8	99.8	0.8	-0.2	2.9	-10.6
O=C(NCc1nc(-c2ccccc2)no1)c1ccc2c(c1)OCO2	3.1	99.9*	-0.6	-28.8	88.7	102.8	6.2	-1.3	12.8	-30.8
CCc1ccc2nc(Nc3nc(COC)cc(=O)[nH]3)nc(C)c2c1	-1.5	-12.4	/	-7.4	90.9	83.2	0.5	-6.3	2.4	-10.5
COC(=O)c1ccccc1NC(=O)COC(=O)CSCC(=O)N1CCOCC1	1.9	-73.4	-0.9	-7.8	103.5	57.8	-1.8	-0.7	13.6	-58.6
COc1cc(OC)c(C2N(c3ccccn3)C(=O)C3CCCN32)cc1OC (centres undefined)	-4.4	-28.2	-4.6	-4.8	91.5	103.2	1.8	-2.8	5.5	-13.8
CC(C)(C)OC(=O)N/N=C/c1cc(N=Nc2ccccc2)ccc1O	-7.6	12.7	-6.9	0.9	29.9	18.7	-3.1	1.0	20.1	-2.6
CC1CCc2nn(CC(=O)N3CCc4ccccc43)cc2C1 (centres undefined)	-5.5	9.6	-0.4	-6.8	86.4	67.0	-1.2	-1.9	8.1	-11.9
Cc1cccc(C(C)C)c1NC(=O)c1cccnc1	9.5	5.7	-2.7	-9.1	93.7	98.9	0.5	0.0	14.2	-19.0
CCN(CC(=O)Nc1cc(C)nn1-c1nc(C)cc(C)n1)Cc1ccccc1	-6.6	42.7	-0.9	-5.5	52.5	56.4	4.7	-2.6	6.6	-66.1
O=C(NCc1nc(-c2ccccc2)no1)c1cccs1	-9.5	5.6	1.3	-8.5	97.9	92.7	-0.5	-0.8	5.8	-4.6
Cc1cccc(C)c1OCc1nnc(SCC(=O)NCCc2ccccc2)o1	0.9	14.5	/	/	105.6	89.8	6.6	0.0	12.9	-16.0
Cc1noc(C)c1S(=O)(=O)N1CCCC(C(=O)NCCc2ccc(Cl)cc2)C1 (centres undefined)	1.1	-5.7	-0.4	-9.7	94.7	82.8	-2.0	-1.2	17.5	-38.4
Cc1ccc(C(=O)CSc2nnc(-c3ccccc3)o2)cc1	-2.0	-4.8	/	/	100.9	91.4	13.0	2.4	19.3	-37.9
CN1CCc2c(sc3c2c(=O)n(-c2ccccc2)c2nnc(SCc4ccc(Cl)cc4)n32)C1	-8.0	-3.6	/	-9.1	61.0	68.0	0.0	-0.6	7.1	-18.9
COc1ccc(N(CC(=O)N2CCc3ccccc3C2)S(C)(=O)=O)cc1	-3.1	16.1	1.7	-5.8	94.5	91.3	0.6	-1.2	20.4	-21.8
CCC(C)(C)NC(=O)CN(C(=O)c1snc(C(N)=O)c1N)c1ccc(OC)c(OC)c1	5.9	76.2*	-0.8	-7.5	92.7	77.2	-0.8	-2.9	40.1	-28.8
CCOC(=O)C1=C(c2ccccc2)O/C(=C(/C#N)C(F)(F)F)S1	12.7	-2.9	-1.7	9.3	7.3	7.7	11.9	-2.8	1.0	-40.9
COc1ccccc1NC(=O)CSc1nnc(CNC(=O)COc2ccc(Cl)cc2)o1	3.0	/	-1.5	-7.8	99.2	103.1	2.0	0.8	1.7	-10.2
CC(C)c1nnc(SCC(=O)NCc2ccc3c(c2)OCO3)n1C	1.2	5.8	/	/	97.0	88.3	2.8	-0.6	13.7	-20.2
COc1ccc(NCC(=O)Nc2ccccc2C#N)cc1Cl	12.6	-9.3	-0.3	-23.7	86.7	80.7	0.9	-3.9	8.8	-7.1
CCCc1c(O)c2ccccc2n(-c2ccccc2)c1=O	2.2	-10.6	/	9.8	97.0	103.0	6.6	-2.8	3.4	-39.9
Cc1cc(N2CCOCC2)c(F)cc1C(=O)c1ccccc1	8.3	3.0	/	-26.5	94.8	94.3	0.8	-1.0	7.2	-40.0
C=CCn1ncc(OC)c(Cl)c1=O	-4.0	31.1	/	-6.2	100.6	81.2	0.8	0.0	89.4*	-56.7
CCOC(=O)c1c(C)oc2ccc(OCC(N)=O)cc12	3.4	-8.9	0.1	-9.6	90.4	85.4	2.5	-2.6	3.1	-32.9
COc1cc(C(=O)OCC(=O)Nc2ccc(C(C)=O)cc2)ccc1OCC(=O)N1CCOCC1	-27.8	/	/	-0.2	102.6	101.9	1.5	0.0	16.2	-11.7
O=[N+]([O-])c1cccc2cn[nH]c12	18.8	-12.2	/	-4.4	94.6	91.4	1.3	-1.2	3.9	-26.5
Cc1cc2c(cc1C)CSC(c1ccccc1O)SC2	1.4	9.8	-2.8	-14.6	75.6	98.5	-5.3	-3.6	10.2	-7.3
COc1cccc(Nc2nc3ccccc3nc2NS(=O)(=O)c2cccs2)c1	11.0	/	/	-17.6	72.8	79.2	-1.6	-4.2	4.6	-53.7
CCNC(=O)COC(=O)COc1ccc(Cl)cc1C	5.8	-4.0	-0.8	-11.6	99.4	102.2	7.4	-0.4	10.8	-74.0
COCCN1CC(O)=C(c2nc3ccccc3c(=O)[nH]2)C1=N	-0.6	-29.0	/	-5.9	92.6	103.6	-0.3	1.1	11.0	-7.3
CC(=O)c1ccc(OCCn2cnc3ccccc32)cc1	11.5	-3.9	-1.7	-8.4	90.9	85.0	0.7	-2.7	6.0	9.1
COc1cc(CNCCNCC(C)O)ccc1OCc1ccc(Cl)nc1 (centres undefined)	0.6	/	-2.4	-2.6	90.2	99.0	3.5	-3.1	9.9	-5.7
COc1ccccc1NC(=S)NC(=O)c1ccc(Cn2cc(Br)cn2)cc1	-2.7	-16.9	-4.3	-0.4	84.4	79.6	2.6	-1.4	7.2	-54.4
CCn1nc(C(=O)Nc2nc3ccc(C)cc3s2)c2ccccc2c1=O	-5.0	-6.6	-0.9	-4.1	81.9	82.4	0.8	-3.0	1.9	-17.6
CCN(CC)C(=O)C1CCCN(C/C=C/c2ccccc2)C1 (centres undefined)	4.6	/	-0.1	-12.5	74.5	73.5	-1.3	-3.2	3.2	-41.2
CC(=O)Nc1ccc(S(=O)(=O)Nc2ncccn2)cc1	4.5	/	-0.4	-5.1	104.8	102.8	-0.5	0.8	6.4	-7.1
COc1ccc2[nH]c3c(c2c1)CN(C)CC3	1.1	-5.8	/	-13.0	113.0	103.1	-2.4	-0.5	4.3	4.2
CCc1ccccc1NC(=O)CSC1=C(C#N)C(c2ccc(O)c(OC)c2)C2=C(CCCC2=O)N1 (centres undefined)	3.0	-51.4	0.9	-8.8	43.8	45.0	0.3	-3.7	14.6	-18.5
Cc1ccc2c(CC(=O)NNC(=O)c3ccccc3)coc2c1	8.9	5.3	-2.1	-4.0	106.5	98.0	-0.4	-0.7	34.0	-5.8
Cc1[nH]c(=O)[nH]c(=O)c1NS(=O)(=O)c1ccc2c(c1)CCCC2	-13.1	/	2.8	-6.5	94.8	91.4	3.0	-0.7	4.6	1.6
CSc1nc(C)cc(OCNC(=O)c2cccs2)n1	3.6	/	-2.2	-1.9	97.1	94.0	1.4	-1.5	13.4	-24.6
Cc1cc(C)c2c(CN3CCN(Cc4ccc5c(c4)OCO5)CC3)cc(=O)oc2c1C	0.5	/	-0.7	4.6	75.9	78.6	4.7	-1.5	5.5	-42.5
Cc1cccc(NC(=O)C2CC(=O)N(c3ccccc3)C2)c1C (centres undefined)	12.2	-15.6	0.7	-27.9	77.3	92.0	1.3	-1.1	4.2	-7.5
CCc1[nH]c(=S)c(C#N)c(-c2ccccc2)c1C(=O)OC	-0.2	-7.6	7.5	3.5	91.8	104.5	6.2	-1.6	3.9	-12.0
C=CCN(c1ccc(C(=O)NC(C)C)cc1)S(C)(=O)=O	1.0	17.5	2.3	-8.5	94.7	94.7	-0.3	-0.6	3.7	-5.7
OC1(c2ccccc2F)CCN(Cc2nnnn2CCc2ccccc2)CC1	5.4	-37.2	-0.9	-2.4	101.2	99.6	4.2	-1.2	2.0	-32.1
O=C(O)c1ccc(CN2CCCCC2)o1	13.2	-14.5	-0.1	-0.8	93.9	98.2	3.4	-1.4	8.6	-38.3
O=C1CC(N(Cc2ccc3c(c2)OCO3)C(=O)Nc2ccc(F)cc2)C(=O)N1c1ccccc1 (centres undefined)	0.3	-20.0	-1.0	-13.3	75.6	81.8	0.3	-2.9	18.6	5.9
COC(=O)c1cccc(NC(=O)c2cnoc2C)c1	-10.5	-3.9	/	/	95.0	110.2	5.0	2.0	7.3	-8.2
Cc1cc(C)nc(SCC(=O)Oc2ccc3oc(=O)cc(C)c3c2)n1	-2.5	/	-7.3	-10.2	105.2	105.9	1.6	-2.1	/	-18.5
O=C(CSc1nnc(-c2cccnc2)n1-c1ccc(F)cc1)NCc1ccc2c(c1)OCO2	1.2	11.0	/	/	97.7	86.5	1.5	-1.9	6.8	-29.2
Cc1cc(C)n(-c2nc(Nc3ccccc3C)nc(-n3nc(C)cc3C)n2)n1	11.9	-2.8	/	1.6	80.8	88.4	4.1	0.0	4.4	-60.6

Just HCT116 PTEN-null and Phagocytosis inh, for 2 of the compounds above:
mol | HCT116 PTEN-null | Phagocytosis inh
Cc1cccc(NC(=O)C2CC(=O)N(c3ccccc3)C2)c1C (centres undefined) | 77.3 | 0.7
CCc1[nH]c(=S)c(C#N)c(-c2ccccc2)c1C(=O)OC | 91.8 | 7.5

From PubChem BioAssay
